HCV core inhibition – inhibitors of HCV core protein dimerization, confirmation, biochemical, TR-FRET, triplicate (AID 2152). hit rate 1% among 2,300. TR-FRET GST-/Flag-core106 dimerization, HTRF; active compounds read high. inhibition, % at 5 µM;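 active means mean inhibition over three replicate wells above the hit threshold derived in the earlier primary screen, cut at about 45% in these data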;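 further: 0% = DMSO wells and 100% = unlabelled core106 competitor control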
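Test system – GST- and Flag-tagged HCV core106 peptides, dimerization via antibody TR-FRET · Amount – 17 nM Flag- plus 13.5 nM GST-core106 · Schedule – 4 h incubation, 22.5 °C · Compound dosing – one 5 µM dose, 0.5% DMSO · Detection – TR-FRET, 340 nm excitation, 671/617 nm emission · Reagent – Eu(K)-anti-GST plus XL665-anti-FLAG antibodies · Read-out basis – percent inhibition from emission ratio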
* hit, by the source's call. These rows are one share of the data. The share of hits here may be higher or lower than overall.

Start of the listing, in advance:
SMILES | HCV core inhibition
C/C(=N\Nc1cccc2ccccc12)c1c(O)n(Cc2ccccc2)c(=O)[nH]c1=O | 7
CN1C(=O)/C(=C/c2cccn2-c2ccc3ccccc3c2)C(=O)NC1=S | 10

The list itself, repeating the preview:
SMILES | HCV core inhibition
C/C(=N\Nc1cccc2ccccc12)c1c(O)n(Cc2ccccc2)c(=O)[nH]c1=O | 7
CN1C(=O)/C(=C/c2cccn2-c2ccc3ccccc3c2)C(=O)NC1=S | 10
Cn1cccc1/C=C1/C(=O)NC(=S)N(Cc2ccc(F)cc2)C1=O | 65*
CC(=O)c1ccc2c(c1)C1C(Cl)C(Sc3ccccc3[N+](=O)[O-])CC1C(c1ccccc1[N+](=O)[O-])N2 (stereo not given) | 9
CCCCN1C(=O)/C(=C/c2ccc(N(C)C)cc2)C(=O)N(Cc2ccco2)C1=O | -9

Individual results from above:
C/C(=N\Nc1cccc2ccccc12)c1c(O)n(Cc2ccccc2)c(=O)[nH]c1=O in HCV core inhibition is listed with 7
CN1C(=O)/C(=C/c2cccn2-c2ccc3ccccc3c2)C(=O)NC1=S in HCV core inhibition is listed with 10

Source: PubChem (The Scripps Research Institute Molecular Screening Center)
